# Assay outcomes: PubChem BioAssay, several laboratories
# LRH-1 inv ag = LRH-1 (NR5A2) inverse agonists, primary screen, cell-based, luminescence, HEK293T, StAR-luciferase reporter. LRH-1 transfected, 24 h. inhibition, % at 3.6 µM. 360,000 tested, 0.13% active. Nuclear receptor subfamily 5 group A member 2 (Homo sapiens), O00482. AID 602396, 2012;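 active means inhibition above the mean inhibition of all tested compounds plus 3 SD, cut at about 73% in these data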;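 further: 0% = DMSO wells and 100% = reporter-only cells lacking LRH-1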
# NCOA1 inh = SRC1 coactivator transcriptional activity inhibitors, primary screen, cell-based, luminescence; Nuclear receptor coactivator 1 (Homo sapiens), Q15788; HEK293 GAL4-SRC1 luciferase reporter; inhibition, % at 3.6 µM; 360,000 tested, 0.12% active;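 active means inhibition above the campaign mean plus 3 SD, with each screening campaign given its own cutoff, cut at about 60% in these data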;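 further: 0% = DMSO treated cells and 100% = gossypol at 36 µM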
# SRC3 inh = SRC3 coactivator transcriptional activity inhibitors, primary screen, cell-based, luminescence; inhibition, % at 3.6 µM; Nuclear receptor coactivator 3 (Homo sapiens), Q9Y6Q9; 360,000 tested, 0.17% active; HEK293 GAL4-SRC3 luciferase reporter;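 active means inhibition above a per-campaign cutoff, the mean of all compounds plus 3 SD, cut at about 60% in these data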;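 further: 0% = DMSO-treated cells and 100% = gossypol-treated cells at 36 µM; higher means less SRC3-driven luciferase light from the GAL4 reporter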
# NCOA2 inhibitor = inhibition of GAL4-SRC2 driven luciferase reporter, primary screen, SRC2 inhibitor project, cell-based, luminescence; Nuclear receptor coactivator 2 (Homo sapiens), Q15596; HEK293 GAL4-SRC2 luciferase reporter; inhibition, % at 9 µM; 370,000 tested, 0.17% active;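 active means inhibition above the mean inhibition of all tested compounds plus 3 SD, set per campaign, cut at about 52% in these data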;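 further: 0% = DMSO treated cells and 100% = cells given Gossypol at 36 µM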
# Target sequence (Q15596 whole entry, looked up, the tested form may be a part): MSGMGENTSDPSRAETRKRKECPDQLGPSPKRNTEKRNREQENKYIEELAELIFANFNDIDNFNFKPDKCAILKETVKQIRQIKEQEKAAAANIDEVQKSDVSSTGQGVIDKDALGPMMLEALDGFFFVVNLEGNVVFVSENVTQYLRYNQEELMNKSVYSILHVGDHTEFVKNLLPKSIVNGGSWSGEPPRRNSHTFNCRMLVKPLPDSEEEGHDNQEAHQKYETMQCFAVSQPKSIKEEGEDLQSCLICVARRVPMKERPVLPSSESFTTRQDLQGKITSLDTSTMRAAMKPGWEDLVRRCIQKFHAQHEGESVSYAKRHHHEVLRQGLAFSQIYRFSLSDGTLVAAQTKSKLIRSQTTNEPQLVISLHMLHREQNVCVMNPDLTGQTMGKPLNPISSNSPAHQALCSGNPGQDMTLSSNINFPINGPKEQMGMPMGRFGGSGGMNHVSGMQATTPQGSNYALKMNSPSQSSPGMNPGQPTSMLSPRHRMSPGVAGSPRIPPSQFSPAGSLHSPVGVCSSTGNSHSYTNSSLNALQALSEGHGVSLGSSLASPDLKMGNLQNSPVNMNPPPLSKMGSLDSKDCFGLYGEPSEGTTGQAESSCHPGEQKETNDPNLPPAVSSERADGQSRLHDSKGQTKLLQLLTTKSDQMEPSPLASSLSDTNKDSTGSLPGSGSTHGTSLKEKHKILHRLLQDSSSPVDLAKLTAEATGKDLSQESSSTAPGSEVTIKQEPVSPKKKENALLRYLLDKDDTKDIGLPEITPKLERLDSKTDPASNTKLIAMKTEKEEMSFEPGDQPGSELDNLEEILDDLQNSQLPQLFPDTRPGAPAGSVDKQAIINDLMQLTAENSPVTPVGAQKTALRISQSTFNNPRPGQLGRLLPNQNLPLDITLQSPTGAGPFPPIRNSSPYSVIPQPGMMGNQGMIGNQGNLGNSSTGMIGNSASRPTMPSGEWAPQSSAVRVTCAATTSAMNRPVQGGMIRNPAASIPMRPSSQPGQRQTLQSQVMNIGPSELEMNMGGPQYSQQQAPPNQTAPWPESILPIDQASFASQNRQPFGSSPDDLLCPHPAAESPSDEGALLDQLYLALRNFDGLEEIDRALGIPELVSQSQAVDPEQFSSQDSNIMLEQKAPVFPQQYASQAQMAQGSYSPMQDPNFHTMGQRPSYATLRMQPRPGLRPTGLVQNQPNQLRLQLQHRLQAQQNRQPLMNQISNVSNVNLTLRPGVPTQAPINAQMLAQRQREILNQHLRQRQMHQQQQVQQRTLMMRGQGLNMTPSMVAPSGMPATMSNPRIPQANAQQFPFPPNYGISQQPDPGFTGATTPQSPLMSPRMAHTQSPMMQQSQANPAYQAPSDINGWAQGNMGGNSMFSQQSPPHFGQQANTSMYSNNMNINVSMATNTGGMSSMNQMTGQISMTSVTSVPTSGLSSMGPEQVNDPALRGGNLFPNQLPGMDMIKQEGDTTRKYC
# COUP-TFII inh = NR2F2 transcriptional activity inhibitors, primary screen, cell-based, luciferase reporter, HEK293T, luminescence | 370,000 tested, 0.7% active | AID 686940, 2013 | COUP transcription factor 2 (Homo sapiens), P24468 | inhibition, % at 8.6 µM | HEK293T NGFI-A luciferase reporter;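 active means inhibition above a per-plate cutoff, mean inhibition of test wells between control levels plus 3 SD, cut at about 38% in these data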;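 further: cells cotransfected with COUP-TFII expression vector driving the NGFI-A reporter; 0% = median of COUP-TF2 test wells and 100% = reporter-only cells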
# LMP1 NFkB inh = EBV LMP1-driven NF-kappaB luciferase reporter inhibitors, primary screen, cell-based, luminescence, single point; LMP1-induced NF-kappaB luciferase reporter cells; inhibition, % at 12.5 µM; 350,000 tested, 0.69% active; in the data active means inhibition above about 41%;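 further: 0% = neutral control wells and 100% = reference inhibitor control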
# NOD2-RIPK2 inh = NOD2-RIPK2 binding disruptors in cells, primary screen, fluorescence, CHO cells, BLA complementation; 360,000 tested, 0.38% active; inhibition, % at 4.98 µM; CCF4 ratio; in the data active means inhibition above about 21%;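 further: 0% = vehicle only and 100% = reference blocker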
# TROY signal inh = inhibitors of TROY-driven NF-kB signaling, primary screen, Q293 LMP1-TROYcd cells, NF-kB luciferase, uHTS. Q293 LMP1-TROYcd NF-kB luciferase reporter, 4 h. AID 1347056, 2019. 360,000 tested, 0.98% active. inhibition, % at 10 µM;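 active means compounds whose plate-normalised and pattern-corrected inhibition of the luciferase reporter signal at the single screening dose is 50% or more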
# TLR9-MyD88 block = inhibitors of TLR9-MyD88 association in cells, primary screen, cell-based, CHO, BLA complementation, fluorescence; AID 504734, 2011; CCF4 FRET ratio; 340,000 tested, 0.21% active; inhibition, % at 4.98 µM;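 active means inhibition above the mean over all tested compounds plus 3 SD, cut at about 21% in these data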;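 further: 0% = DMSO only wells and 100% = clavulanate BLA inhibitor control wells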
# TRAIL sens C8 = viability loss with TRAIL in NB7+C8 cells, primary screen, TRAIL sensitizer project, cell-based, ATPlite luminescence; inhibition (viability loss, TRAIL sensitization), % at 10 µM; 360,000 tested, 1% active;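 active means compounds causing at least 50% loss of cell viability in the single-dose screen, relative to plate controls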
# Vif inh = HIV Vif self-association inhibitors, primary screen, imaging, HEK293T, single point. 340,000 tested, 0.35% active. inhibition, % at 7.49 µM. HEK293T cells, Vif self-association by quenched fluorescence, 24 h; in the data active means inhibition above about 50%, passing the limit was not always enough; further: some results filed as inactive read as strong as hits
# Active calls of the source: *; x = not tested or not shown.
SMILES,LRH-1 inv ag,NCOA1 inh,SRC3 inh,NCOA2 inhibitor,COUP-TFII inh,LMP1 NFkB inh,NOD2-RIPK2 inh,TROY signal inh,TLR9-MyD88 block,TRAIL sens C8,Vif inh
Cc1ccc(C(C)C)c(OCCCCN2CCNCC2)c1,18,20,-2,12,9,8,-2,-3,4,-8,2
COc1cccc(NC(=O)N2CCN(c3cccc(C)c3C)CC2)c1,-45,-21,-10,-8,-14,-41,2,-50,-4,-8,-6
O=C1N/C(=N\N=C\c2cccnc2)SC1Cc1ccc(SC(F)F)cc1 (centres undefined),1,-7,-26,-18,-5,2,-16,-62,-4,10,7
O=c1ccc2ccccc2c2ccccc12,93*,64*,75*,70*,1,x,43*,52*,x,2,29
CCCC(=O)N1CCC(Cc2ccccc2)CC1,3,2,15,-36,1,-23,-5,2,-2,-9,-4
Cc1ccc(C(=O)N2CCN(c3ccc([N+](=O)[O-])cc3)CC2)o1,8,-14,-4,-12,15,5,4,17,3,-9,7
O=c1[nH][nH]c(-c2ccccc2)c1C=Nc1cccc(Cl)c1,3,14,-15,6,-10,-5,-10,-8,4,-15,x
COCCNC(=O)NC(=O)COC(=O)c1ccc2[nH]c3c(c2c1)CCCC3,-17,-5,7,-20,18,14,-8,16,0,10,1
O=C(CSc1nnc(SCc2cccc3ccccc23)s1)Nc1ccc(C(=O)O)cc1,-6,-33,-2,-12,-1,-13,3,-16,-3,-1,8
C=C(C)CSc1nnc2n(Cc3ccccc3)c(=O)c3c4c(sc3n12)CCC4,10,-3,-1,-14,-17,4,12,-6,-9,85*,-5
N#Cc1c(NC(=O)COC(=O)C2=COCCO2)sc2c1CCCC2,4,-3,3,-28,-10,-8,7,-15,-1,4,-6
O=C(COC(=O)CCN=C1NS(=O)(=O)c2ccccc21)NNC(=O)c1ccc(Cl)cc1,16,-22,12,10,7,-2,-26,5,-7,3,1
CCC1=NN(C(=O)Cc2ccc([N+](=O)[O-])cc2)C(O)(C(F)(F)F)C1 (centres undefined),3,5,11,-1,-4,4,-1,4,2,-1,-8
COc1ccc(NC(=O)CSc2nnc(CN3CCOCC3)n2-c2ccccc2)cc1Cl,8,-7,10,7,18,-7,-3,5,-20,5,-6
O=C(COC(=O)/C=C/c1ccc(F)cc1)NC1CCS(=O)(=O)C1 (centres undefined),0,-20,7,1,-5,-8,-18,2,-8,1,6

# In another format: three of the compounds above
SMILES	LRH-1 inv ag	NCOA1 inh	SRC3 inh	NCOA2 inhibitor	COUP-TFII inh	LMP1 NFkB inh	NOD2-RIPK2 inh	TROY signal inh	TLR9-MyD88 block	TRAIL sens C8	Vif inh
O=c1ccc2ccccc2c2ccccc12	93*	64*	75*	70*	1	x	43*	52*	x	2	29
Cc1ccc(C(=O)N2CCN(c3ccc([N+](=O)[O-])cc3)CC2)o1	8	-14	-4	-12	15	5	4	17	3	-9	7
CCC1=NN(C(=O)Cc2ccc([N+](=O)[O-])cc2)C(O)(C(F)(F)F)C1 (centres undefined)	3	5	11	-1	-4	4	-1	4	2	-1	-8

# More records.
SMILES,LRH-1 inv ag,NCOA1 inh,SRC3 inh,NCOA2 inhibitor,COUP-TFII inh,LMP1 NFkB inh,NOD2-RIPK2 inh,TROY signal inh,TLR9-MyD88 block,TRAIL sens C8,Vif inh
CC(NS(=O)(=O)c1ccc(F)cc1)C(c1cccs1)N1CCN(C)CC1 (centres undefined),-11,4,13,-3,2,1,-3,1,-5,-13,x
COc1ccc(N2CC(NC(=O)N3CCc4ccccc43)CC2=O)cc1OC (centres undefined),-5,4,8,5,13,-14,-10,-21,13,-13,-2
CCC(C)Sc1nc2c([nH]c3ccccc32)c(=O)n1C (centres undefined),4,1,-16,-18,9,-48,-2,-5,6,-12,-14
COc1ccc(-c2cc(C(F)(F)F)n3nc(C(=O)N4CCCC4)cc3n2)cc1,-24,-12,-10,-53,-1,10,5,15,-4,9,1
C[C@@H]1CCCCO[C@H](CN(C)Cc2ccc(C(=O)O)cc2)[C@H](C)CN([C@@H](C)CO)C(=O)c2cc(NC(=O)Nc3ccc(C(F)(F)F)cc3)ccc2O1,9,0,-3,8,14,-2,-9,-8,1,-2,x
O=C(Nc1cccc(Cl)c1)N1CCOCC1,-20,8,-18,23,-24,2,-10,18,-1,-10,5
COc1cc(C(=O)NCC(=O)Nc2ccc(F)c(F)c2)ccc1OCC(=O)N1CCOCC1,-9,-6,-20,3,-8,3,0,3,6,4,38
CCN(CC)c1ccc(NC(=O)CN2C(=O)NC3(CCc4ccccc43)C2=O)cc1 (centres undefined),-10,-14,4,-23,-7,-6,2,-28,-3,-18,-6
COc1cc2cc(C)c(Br)c(OC)c2cc1OC,-4,-14,15,0,-9,-6,-17,-15,4,-7,2
COc1ccc(S(=O)(=O)N2CCOC2CNC(=O)C(=O)NCc2ccccc2Cl)cc1 (centres undefined),-2,-15,13,-1,28,2,-6,-10,-12,4,-4
CC(=O)N1CCc2cc(C(=O)CN3CCCCC3)ccc21,11,0,4,8,-21,-9,-1,-9,-2,-15,-1
COC(=O)c1sccc1NC(=S)N1CCN(c2ccccc2F)CC1,16,1,14,-31,-5,1,-12,9,1,2,0
COc1ccc(C(NC(=O)c2ccc(=O)[nH]c2)C(=O)Nc2ccc(C(C)C)cc2)cc1 (centres undefined),11,-3,9,-12,3,7,-1,7,-6,0,0
CC1CN(C(=O)CCC(=O)NCc2ccc(Cl)cc2)c2ccccc2S1 (centres undefined),-12,5,6,1,0,-3,-14,-12,-10,-7,5
COCCN1C(=O)C(=O)/C(=C(/O)c2ccc(C)cc2)C1c1ccccn1 (centres undefined),-1,4,-2,-13,16,0,-4,-13,-5,-1,-4
Cc1ccc(-c2nc(NC(=O)c3nn(C)cc3[N+](=O)[O-])sc2C)cc1,44,-18,4,52*,30,-15,1,28,0,93*,x
CSCCC(NS(=O)(=O)c1cccc(C(F)(F)F)c1)C(=O)N(C)Cc1ccc2c(c1)OCCO2 (centres undefined),-6,0,5,31,-4,4,2,-14,3,-12,14
CC(C)N1CCN(Cc2ccc3nsnc3c2)CC1CCO (centres undefined),4,6,22,-36,8,-2,0,3,-2,-17,-4
c1ccc(-n2nc3c(ccc4cnnc43)[nH]2)cc1,-70,-101,-43,-45,-54,-25,-2,-90,0,13,-3
CCCNC(=O)N[C@@H](Cc1ccccc1)C(=O)OC,6,-3,19,1,3,8,-9,-9,-10,-15,13
CCC(C)[C@H](NC(=O)C1CC(=O)N(c2ccc3c(c2)OCCO3)C1)C(=O)N1CCCCC1 (some centres undefined),-3,16,1,-29,-4,2,4,9,-3,-12,-6
CCOc1cc(NC(=O)c2ccco2)c(OCC)cc1NC(=O)Cc1cccc(OC)c1,-4,1,-3,4,2,5,6,-4,-1,-6,-6
CN(C)c1ccc(CNC(=O)c2cc(S(=O)(=O)N3CCCC3)cn2C)cc1,-16,-15,8,-18,9,-5,-12,19,3,7,-2
CCCCCCC/C(C)=N/NC(=O)CC(=O)NCCc1ccccc1,6,-2,4,-15,0,-4,-2,-29,-1,-4,10
Cc1ccc(C(=O)OCC(=O)NCc2ccco2)cc1C,2,-7,7,9,-4,-6,-5,-22,-2,-19,3
Cc1nc(N2CCN(C(=O)c3ccco3)CC2)[nH]c(=O)c1C,-13,-2,4,-5,-15,3,-8,-2,-11,-17,-2
CCCn1c(N)c(N(CCOC)C(=O)c2cccc(Cl)c2)c(=O)[nH]c1=O,7,1,-20,-9,5,-3,-6,-30,-1,-16,-7
Cc1cccc(-c2cc(C(=O)Nc3ccncc3)c3ccccc3n2)c1,8,-1,0,-40,26,-7,-7,17,-11,2,-3
O=C(NCCc1cccs1)c1ccc(Cl)c(Cl)c1,-126,-104,-56,-35,-18,-28,2,-65,2,9,4
CCc1nnc(NC(=O)CSc2ccc(-c3nc4ccc(C)cc4[nH]3)cn2)s1,-135,-144,-67,-34,-51,-20,0,-29,-1,54*,-4
COc1ccccc1Cn1nnc2c(=O)[nH]c(C3CCN(C(=O)c4ccccc4Cl)CC3)nc21,-6,4,-1,0,2,-5,-10,10,11,-10,-13
COc1ccc(S(=O)(=O)N2CCCC(C(=O)NCc3ccccc3)C2)cc1 (centres undefined),15,11,3,-28,-5,-2,-15,17,-6,14,-11
O=C(/C=C/c1ccccc1Cl)NC(=S)Nc1ccccc1C(=O)NC1CCCCC1,-1,-10,-32,-1,-18,-20,12,8,7,11,0
CC(=O)N(CC(C)C(=O)O)c1c(I)cc(I)c(N)c1I (centres undefined),-1,-4,-11,1,-26,14,-8,15,1,4,-3
CC(C)NC(=O)COc1coc(CN2CCN(Cc3ccccc3)CC2)cc1=O,14,-16,15,-10,6,16,-6,0,4,-14,-5
COc1ccc(OC)c(NC(=O)C2C3C=CC(C3)C2C(=O)NCc2cccnc2)c1 (centres undefined),-6,14,12,-7,0,2,-19,-19,x,25,0
O=C(OCc1cccc([N+](=O)[O-])c1)c1cnccn1,16,-19,-5,-38,10,3,3,-3,5,-2,5
Fc1ccccc1-c1nc(-c2ccc(Cl)cc2)no1,-70,-81,-93,-72,-35,-75,-6,-59,11,19,9
CCn1ncc(/C=N/NC(=O)c2cc(Cl)ccc2OC)c1C,-18,1,8,-14,-6,0,-10,2,-13,13,3
COc1cc(/C=C/CNC[C@H]2O[C@@H](n3cnc4c(=O)[nH]c(N)nc43)[C@H](O)[C@@H]2O)ccc1O,-5,1,11,13,21,x,-3,12,x,-5,x
COc1ccc(-c2nn(CC(=O)Nc3ccc(Cl)c(Cl)c3)c(=O)c3ccccc23)cc1,-5,-2,-22,12,14,7,-2,8,-1,-2,4
C[C@H](CO)N1C[C@H](C)[C@@H](CN(C)C(=O)Nc2ccccc2)Oc2ccc(NC(=O)C3CCCCC3)cc2C1=O,4,6,-19,-7,-3,-2,-1,3,7,-9,-7
CCOc1ccc(NC(=O)Cn2nnc(C(=O)NCc3ccc4c(c3)OCO4)c2N)cc1,13,-2,14,10,-9,2,-6,0,6,26,0
O=C(O)CCC(=O)N1CCN(c2nc(-c3ccccc3)c3cc(Br)ccc3n2)CC1,3,2,-11,-5,-10,-3,17,-13,13,-27,-4
CCc1nc2ccc(C(=O)NCc3ccccc3OC)cn2c1N(C)Cc1ccc(OC)cc1,5,-12,17,18,18,x,-4,10,x,-1,-7
COc1ccc(C(CNC(=O)c2ccc3c(c2)OCCO3)N(C)C)cc1 (centres undefined),-7,-14,-5,2,4,-7,-2,-16,-2,14,0
O=C(COC(=O)CN1C(=O)NC2(CCCC2)C1=O)Nc1ccc(C(F)(F)F)cc1[N+](=O)[O-],9,8,-10,-19,0,0,-2,-24,4,-3,-2

# A portion of the library, so the mix of outcomes need not match the whole.
